Tb MetRS inh = blocks T. brucei methionyl-tRNA synthetase activity; inhibition, % at 11.9 µM; actives 0.4% (n = 360,000); purified T. brucei MetRS, ATP depletion, Kinase-Glo luminescence; AID 624268;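 active means inhibition above a per-plate cutoff of the control wells' mean inhibition plus 3 SD, cut at about 5.5% in these data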;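 further: 0% = DMSO wells median and 100% = median of wells with control inhibitor compound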
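Material – parasite MetRS enzyme · Medium – HEPES-MgCl2-KCl buffer plus DTT, spermine, BSA, pyrophosphatase · Reagent – ATP, methionine and E. coli bulk tRNA substrates · Times – 15 min enzyme-compound preincubation, 2 h reaction, 10 min detection, 25 °C · Measured by – luminescence of leftover ATP · Evaluation – percent inhibition relative to median high and low control wells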
SUMO1-SIM PPI = modulators of human SUMO1-mediated protein-protein interactions. P63165. SUMO1 binding to a labelled peptide, TR-FRET, 1 h. AID 602429. inhibition, % at 20 µM. actives 0.33% (n = 360,000); in the data active means inhibition above about 37%
Target sequence (P63165 whole entry, looked up): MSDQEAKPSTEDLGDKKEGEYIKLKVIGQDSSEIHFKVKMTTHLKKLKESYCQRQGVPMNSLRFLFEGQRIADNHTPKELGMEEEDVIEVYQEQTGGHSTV
STEP inh = blocks human striatal-enriched tyrosine phosphatase | actives 0.25% (n = 360,000) | inhibition, % at 20 µM | recombinant STEP, OMFP fluorogenic substrate, fluorescence;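 active means inhibition at 20 µM, scaled per plate between control wells, above about 37%, limit read from the data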;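 further: 0% = DMSO with enzyme and substrate and 100% = substrate only without enzyme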
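Measure: Control-normalized % inhibition with plate pattern correction | Test system: STEP phosphatase, cell-free reaction | Medium: pH 6.0 Bis-Tris with DTT and Tween 20 | Technique: Fluorescence, 480/540 nm | Times: Reaction 20 min, ambient temperature | Doses: Single compound dose of 20 µM, 1% DMSO final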
Neddyl block = inhibitors of human cullin neddylation | P61081+Q13564 | TR-FRET cullin neddylation, biochemical | calls only at 25 µM | actives 0.58% (n = 360,000); in the data active means inhibition above about 36%
LMPTP block = blocks human LMPTP phosphatase; P24666; recombinant LMPTP-A, OMFP fluorogenic substrate, fluorescence intensity; inhibition, % at 20 µM; actives 0.22% (n = 360,000);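 active means compounds that cut the enzyme signal by at least half of the control window in the single-dose screen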;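 further: plate controls were DMSO wells with enzyme plus substrate for no effect and substrate without enzyme for full effect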
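Buffer or medium: Bis-Tris pH 6.0, DTT, detergent; Assay system: LMPTP-A enzyme; Quantity: 0.625 nM enzyme; Detection: endpoint fluorescence intensity; Times: 50 min dark incubation at room temperature; Controls: substrate-only low control, DMSO enzyme-plus-substrate high control; Doses: single 20 µM dose; Read-out: percent inhibition versus substrate-only and uninhibited controls; Reagent: 400 µM OMFP.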
SKN-1 inh = inhibitors of C. elegans SKN-1; C. elegans VP596 Pgst-4::GFP/RFP ratio, acrylamide-induced, 24 h; inhibition, % at 21.8 µM; actives 0.49% (n = 360,000); AID 624304;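 active means interference check ratio from 0.5 to 1.5 plus GFP to RFP signal ratio inhibition reaching or exceeding a fixed threshold, cut at about 30% in these data, passing the limit was not always enough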; further: some compounds called inactive have numbers as strong as hits
NadD inh = blocks S. aureus nicotinate mononucleotide adenylyltransferase | purified NadD enzyme, colorimetric absorbance read-out | inhibition, % at 20 µM | actives 0.78% (n = 360,000) | AID 602399; in the data active means inhibition above about 26%; further: some compounds past the cut are filed as inactive
CendR NRP1 mod = alters CendR peptide binding to human NRP-1; FAM-RPARPAR peptide binding to NRP-1, fluorescence polarization; inhibition, % at 25 µM; actives 0.85% (n = 360,000);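 active means inhibition or corrected inhibition above about 18%, plus a signal ratio from 0.5 to 1.5, limit read from the data, passing the limit was not always enough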; further: strong numbers were not always called active
Target sequence (O14786 whole entry, looked up): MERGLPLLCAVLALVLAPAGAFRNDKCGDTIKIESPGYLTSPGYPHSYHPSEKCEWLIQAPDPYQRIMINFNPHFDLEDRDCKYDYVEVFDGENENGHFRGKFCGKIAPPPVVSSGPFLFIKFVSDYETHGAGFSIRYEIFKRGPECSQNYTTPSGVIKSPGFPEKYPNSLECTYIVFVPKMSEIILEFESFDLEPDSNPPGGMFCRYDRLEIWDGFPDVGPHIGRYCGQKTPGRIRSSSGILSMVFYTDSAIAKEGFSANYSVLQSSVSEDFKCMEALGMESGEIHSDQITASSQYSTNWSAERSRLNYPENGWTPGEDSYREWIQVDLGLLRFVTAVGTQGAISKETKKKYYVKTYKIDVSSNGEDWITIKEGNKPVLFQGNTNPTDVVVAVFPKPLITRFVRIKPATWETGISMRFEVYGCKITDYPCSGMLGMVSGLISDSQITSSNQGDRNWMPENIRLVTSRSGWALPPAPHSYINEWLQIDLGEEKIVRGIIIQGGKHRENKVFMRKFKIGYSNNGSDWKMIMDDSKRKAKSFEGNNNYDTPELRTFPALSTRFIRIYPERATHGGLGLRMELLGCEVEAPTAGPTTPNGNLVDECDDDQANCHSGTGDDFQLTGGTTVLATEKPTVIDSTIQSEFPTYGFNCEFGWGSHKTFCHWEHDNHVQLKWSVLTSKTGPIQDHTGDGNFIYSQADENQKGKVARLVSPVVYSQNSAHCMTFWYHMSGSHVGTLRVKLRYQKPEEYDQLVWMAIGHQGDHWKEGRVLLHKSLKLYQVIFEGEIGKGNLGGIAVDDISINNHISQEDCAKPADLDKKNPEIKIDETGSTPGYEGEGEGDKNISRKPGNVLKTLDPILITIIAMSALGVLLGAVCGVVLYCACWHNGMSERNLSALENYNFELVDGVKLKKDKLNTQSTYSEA
DNMT1 inh = DNMT1 (human) enzyme inhibition; P26358; DNMT1 molecular beacon, Hinp1I cleavage, fluorescence; inhibition (reported as % activation of signal), % at 10 µM; actives 0.83% (n = 360,000); AID 588458; in the data active means inhibition above about 50%
Scp-1 inhibitor = Scp-1 (human) phosphatase inhibition | Recombinant Scp1, phosphopeptide, malachite green phosphate absorbance | inhibition, % at 20 µM | Q9GZU7 | actives 0.88% (n = 340,000);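 active means inhibition above about 50% at 20 µM, limit read from the data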;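 further: plate controls were DMSO wells with enzyme for no effect and wells lacking enzyme for full effect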
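Test system: SCP-1 phosphatase catalytic domain, residues 76-261; measured by: colorimetric phosphate reagent with accelerator and stabiliser, absorbance at 630 nm; timing: enzyme reaction 45 min at room temperature, colour 5 min, stabilisation 30 min; also added: Phosphorylated 17-residue peptide substrate; compound dosing: one concentration, 20 µM, with 1.0% DMSO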
* marks the source's active call; other numbers are inactive results; i = inactive; x = no result given.

The line under a structure holds: Tb MetRS inh	SUMO1-SIM PPI	STEP inh	Neddyl block	LMPTP block	SKN-1 inh	NadD inh	CendR NRP1 mod	DNMT1 inh	Scp-1 inhibitor
CCC(=O)N1CCN(c2ccc(NC(=O)c3ccc(N4CCOCC4)c([N+](=O)[O-])c3)cc2)CC1
    0.4	-32	-1	i	0.2	19	-1	18	-3	-7
CC(=O)NC(CC(=O)NC1CCCc2ccccc21)c1ccccc1 (centres undefined)
    -1.3	5	0	i	-1.7	30	-4	-3	1	10
C/C(=N\NC(=O)Cn1ccc(C(F)(F)F)n1)c1ccc2c(c1)OCO2
    -0.5	9	-2	i	1.5	1	2	2	1	-9
Cc1ccc(S(=O)(=O)CCC(=O)OCC(=O)Nc2cc(S(=O)(=O)N3CCOCC3)ccc2Cl)cc1
    -0.2	0	-3	i	-1.0	-1	3	-1	0	-8
Cc1cc(S(=O)(=O)NCC(c2ccc3c(c2)OCO3)N2CCOCC2)ccc1F (centres undefined)
    -0.5	-1	-1	i	0.1	3	-5	24*	4	1
Cc1ccc(S(=O)(=O)Nc2cccnc2)cc1
    -0.2	4	-4	i	-0.9	-2	-3	-3	1	-3
CCOC(=O)c1ccc2c(c1)N(Cc1ccccc1C)C(=O)c1ccccc1S2=O (centres undefined)
    0.2	5	1	i	2.7	6	-14	5	-6	-15
CC(C)(C)n1nnnc1C(c1ccccc1F)N1CCN(C2CCCC2)CC1 (centres undefined)
    -2.0	-2	-5	i	-2.6	-3	1	2	1	-2
S=C(Nc1ccc(Oc2ccc(NC(=S)NC3CCCCC3)cc2)cc1)NC1CCCCC1
    -0.3	3	2	i	-1.0	3	35*	2	-3	-3
FC(F)(F)c1cccc(CC2CN(Cc3ccccc3)Cc3ccccc3N2c2cc(Cl)cc(Cl)c2)c1 (centres undefined)
    -1.7	0	0	i	-1.1	-1	10	2	8	x
CCOc1ccc2nc(C)cc(Nc3ccc4c(c3)OCCO4)c2c1
    -0.8	-6	-1	i	5.9	-12	-8	0	11	6
Cc1ccc(C(=O)NCC(=O)NCCCc2ccccc2)s1
    0.4	0	1	i	0.7	3	-5	3	5	-5
COc1ccc(CN2C(=O)c3ccccc3C2C(=O)NCC2CCCO2)c(OC)c1 (centres undefined)
    -0.8	-4	3	i	-1.0	24	0	-12	4	-7
CCOC(=O)C1CCN(c2nc(-c3ccccc3)nc3c2oc2ccccc23)CC1
    0.2	3	2	x	4.0	16	14	2	-2	9
Cc1c(C(=O)Nc2ccc3c(c2)OCCO3)sc2ncnc(N3CCCCC3C)c12 (centres undefined)
    -1.0	-9	1	i	2.4	-8	12	-4	-4	8
O=C1NC(c2ccc(O)cc2)Nc2ccccc21 (centres undefined)
    -0.1	6	-1	x	-0.6	12	-1	9	-1	-2
CCCC(=O)NC(=S)Nc1cccc2c(O)cccc12
    1.0	10	0	i	1.5	5	0	11	-21	-6
CC(C)(O)C#Cc1ccc(CN2CCN(Cc3ccccc3)C(CCO)C2)cc1 (centres undefined)
    -0.7	3	1	i	0.5	16	-3	-1	-3	6
CN(C)c1ccc(CN(C(=O)/C=C/c2ccccc2Cl)C2CCS(=O)(=O)C2)cc1 (centres undefined)
    0.5	-4	0	i	-1.1	-10	-7	1	-3	-2
CC(C)(C)OC(=O)COc1ccc(/C=N/NC(=O)CN2CCCCC2)cc1
    0.1	-3	0	i	-2.4	19	-3	5	0	-10
C#CCOCCOCCOCCNc1nc(N2CCN(C(=O)[C@H](Cc3ccc(O)cc3)n3cc([C@@H](N)C(C)CC)nn3)CC2)nc(N2CCN(C(=O)[C@H](Cc3cc4ccccc4[nH]3)n3cc([C@@H](N)C(C)CC)nn3)CC2)n1 (some centres undefined)
    -0.6	-51	1	i	3.5	5	34*	7	-11	12
O=C(NCCc1ccc(Cl)cc1)c1ccc(CNc2c(N3CCOCC3)c(=O)c2=O)cc1
    0.2	3	0	i	-0.8	0	0	3	7	-3
CC1(C)NC(=O)N(CC(=O)OCC(=O)Nc2sccc2C#N)C1=O
    -0.4	18	-3	i	0.1	2	-2	-21	-3	-12
O=C1CC(c2ccccc2)=Nc2ccccc2N1Cc1ccccc1
    -0.3	-3	3	i	-0.3	12	5	11	3	-5
Cn1nnnc1SCC(=O)N1CCc2ccccc21
    1.7	3	-2	i	-1.4	16	-4	-2	1	12
NS(=O)(=O)c1ccc(CCNC(=O)CN2CCN(Cc3cccc(C(F)(F)F)c3)CC2)cc1
    -0.4	2	-1	i	1.8	23	-9	10	2	3
COCC(=O)N(Cc1cc2cc(C)ccc2[nH]c1=O)c1ccc(C)c(C)c1
    0.5	9	-1	i	11	-14	0	-4	-4	-6
Cc1cc(S(=O)(=O)N2CCN(c3ccccn3)CC2)c(C)cc1Cl
    -1.0	6	0	i	1.8	7	-4	6	1	-4
Cc1cc(C)cc(C(=O)NCC(=O)N2CCN(c3cccc(Cl)c3)CC2)c1
    0.0	2	-1	i	1.5	-14	-5	-4	-1	-7
COc1ccccc1-n1ccnc1SCC(=O)NC(C)(C)C
    0.5	0	1	i	-1.2	-1	-5	-3	0	-5
Cc1cnc(NC(=O)Nc2ccc(OCc3ccccc3)cc2)c(Br)c1
    -0.7	-1	1	i	0.4	5	-2	-1	-4	-2
NS(=O)(=O)c1ccc(CCNS(=O)(=O)c2ccccc2)cc1
    -0.4	-1	-1	i	-0.5	6	-1	4	3	5
CSc1nc(N(C)C)nc(N(C)C#N)n1
    -0.6	1	-2	i	-1.5	3	10	8	0	-1
Cc1cc(-c2ccccc2)n(-c2ccc(C(=O)NC(C)C)cc2)n1
    -0.1	-4	-2	i	-0.8	-4	-1	7	0	-7
CCN(CC)CCN(C(=O)c1ccc2c(c1)CCCC2)c1nc2ccc(F)cc2s1
    -0.6	2	0	i	-1.0	3	-1	4	-1	0
NC(=O)C1(N2CCCCC2)CCN(S(=O)(=O)c2cc(Cl)ccc2Cl)CC1
    0.1	1	2	i	-1.3	-1	-3	0	-3	-3
Oc1cc2ccccc2cc1-c1n[nH]c(=S)n1Cc1ccco1
    0.2	3	0	x	-0.6	-9	1	21*	0	-5
C/C(Cc1ccccc1)=N\NC(=O)c1cc(C(C)(C)C)[nH]n1
    -0.9	0	0	i	-1.4	1	8	9	1	3
S=C(NC1CCCCC1)N1CCc2[nH]c3ccccc3c2C1
    -0.1	-2	1	i	0.4	2	3	6	1	-3
COc1ccccc1N1CCN(C(=O)c2ccc3c(c2)CCN3S(=O)(=O)c2ccccc2)CC1
    -0.5	0	0	i	1.6	0	-7	-5	-2	4
CCOC(=O)c1[nH]c2ccccc2c1NC(=O)c1ccc(S(=O)(=O)N2CCCCC2)cc1
    -0.6	0	0	i	2.2	5	-1	8	5	-7
Cn1nccc1C(=O)Nc1cc(Cl)ccc1Cl
    -1.0	3	0	i	0.2	-6	-4	12	1	-3
COc1cccc(N2CCN(S(=O)(=O)c3ccc4nc(-c5ccccc5)[nH]c4c3)CC2)c1
    -0.4	6	0	i	-1.2	10	28	0	3	4
CC(C)Oc1ccccc1C(=O)NC(CO)C(=O)O (centres undefined)
    -0.6	-1	4	i	-2.0	-10	-4	3	1	-5
CCOC(=O)[C@H]1[C@H]2COc3ccccc3[C@@H]2N2C(=O)c3cc(OC)ccc3NC(=O)[C@@]12C
    -0.3	1	1	i	-1.7	16	3	12	4	0
O=C(CN1CCN(Cc2ccccc2)CC1)Nc1cccc(Cl)c1Cl
    -0.4	0	-1	i	0.5	19	-15	-21	3	x
Cn1c(Cn2nnc3ccccc32)nnc1SCC(=O)N1CCc2ccccc21
    0.2	0	-3	i	-1.1	-1	0	14	0	-4
O=C(NCc1cccc(Cl)c1)C1CCC(=O)N(CCN2CCOCC2)C1 (centres undefined)
    -0.1	4	-4	i	-0.6	10	-1	10	5	-5
COc1ccc(C)cc1N(CC(=O)N1CCOCC1)S(C)(=O)=O
    -0.8	4	0	i	-2.0	10	4	1	-1	-5
Oc1ccc2oc3c(c2c1C=NCc1ccncc1)CCCC3
    -0.7	-3	3	i	5.4	12	12	-28	-9	6
CCOc1ccccc1NC(=O)CSc1nc2cc(O)ccc2c(=O)n1-c1ccc(OC)c(OC)c1
    0.2	-12	1	i	1.7	-14	3	-6	-4	-13
CCOC(=O)c1c(C)[nH]c(C)c1C(=O)CSc1nnc(-c2ccncc2)n1C
    0.0	-3	0	i	-2.8	9	1	3	-3	1
COc1ccc(C(C)=O)cc1COC(=O)c1cccc(N(C)C)c1
    -1.1	-4	3	i	0.4	-4	1	-2	-9	0

An excerpt from above in order of length of the SMILES, largest number first.
The line under a structure holds: Tb MetRS inh	SUMO1-SIM PPI	STEP inh	Neddyl block	LMPTP block	SKN-1 inh	NadD inh	CendR NRP1 mod	DNMT1 inh	Scp-1 inhibitor
COc1cccc(N2CCN(S(=O)(=O)c3ccc4nc(-c5ccccc5)[nH]c4c3)CC2)c1
    -0.4	6	0	i	-1.2	10	28	0	3	4
COc1ccccc1N1CCN(C(=O)c2ccc3c(c2)CCN3S(=O)(=O)c2ccccc2)CC1
    -0.5	0	0	i	1.6	0	-7	-5	-2	4
C/C(=N\NC(=O)Cn1ccc(C(F)(F)F)n1)c1ccc2c(c1)OCO2
    -0.5	9	-2	i	1.5	1	2	2	1	-9
CC(C)(C)n1nnnc1C(c1ccccc1F)N1CCN(C2CCCC2)CC1 (centres undefined)
    -2.0	-2	-5	i	-2.6	-3	1	2	1	-2
Cc1cc(S(=O)(=O)N2CCN(c3ccccn3)CC2)c(C)cc1Cl
    -1.0	6	0	i	1.8	7	-4	6	1	-4
O=C1CC(c2ccccc2)=Nc2ccccc2N1Cc1ccccc1
    -0.3	-3	3	i	-0.3	12	5	11	3	-5
Cc1ccc(S(=O)(=O)Nc2cccnc2)cc1
    -0.2	4	-4	i	-0.9	-2	-3	-3	1	-3
Cn1nccc1C(=O)Nc1cc(Cl)ccc1Cl
    -1.0	3	0	i	0.2	-6	-4	12	1	-3
